N370S GC = inhibitors or activators of N370S glucocerebrosidase for Gaucher disease. P04062. N370S GC spleen homogenate, 4MU-glucoside fluorescence. Potency, µM (titrated, usually from 59.4 µM), without a hit: top-dose activity change, negative = inhibition, hits mostly inhibitors. 0.092% of 330,000 active. AID 2101;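 also: 0% = full enzyme activity and -100% = no enzyme basal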
GCN5L2 inh = GCN5L2 (KAT2A) acetyltransferase inhibition | Q92830 | GCN5L2 HAT assay, ThioGlo1 CoA-SH fluorescence | Potency, µM (series often up to 58.9 µM), inactives show at the top dose activity change, negative = inhibition, hits mostly inhibitors | 0.21% of 390,000 active
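Fluorescence readout, Ex340nm/Em540nm: ThioGlo1 (50uM final) reacts with free CoA thiol released as 20nM GCN5L2 acetylates H3(1-25) peptide (75uM) using acetyl-CoA (70uM). Compound and enzyme sat 15 min beforehand; 20 min room-temperature reaction.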
FEN1 inh = human FEN1 inhibition; P39748; Recombinant FEN1 flap cleavage, fluorescence, 15 min; Potency, µM (series often up to 114 µM), without a hit: top-dose activity change, negative = inhibition, actives largely listed as inhibitors; 0.35% of 390,000 active; also: nearly all actives have a fitted effect of over 65% in size
Target sequence (P39748 whole entry, looked up): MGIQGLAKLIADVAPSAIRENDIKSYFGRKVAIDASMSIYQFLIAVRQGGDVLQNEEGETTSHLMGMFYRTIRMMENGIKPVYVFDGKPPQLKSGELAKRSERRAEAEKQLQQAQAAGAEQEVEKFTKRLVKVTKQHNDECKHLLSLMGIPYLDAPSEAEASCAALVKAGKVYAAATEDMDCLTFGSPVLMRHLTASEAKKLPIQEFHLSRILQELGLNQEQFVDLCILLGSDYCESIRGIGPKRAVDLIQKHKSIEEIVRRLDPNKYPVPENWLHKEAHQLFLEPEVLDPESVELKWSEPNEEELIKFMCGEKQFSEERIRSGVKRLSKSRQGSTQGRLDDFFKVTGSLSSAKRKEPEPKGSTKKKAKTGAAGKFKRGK
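Quantitative HTS format: each compound was titrated, incubated with 10 nM nuclease for 15 min at room temperature, then challenged with flap substrate at 50 nM final. Signal change over 15 min gave concentration–effect curves.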
Starred values were filed as active, the others as inactive; ? = inconclusive; nt = no result given; & = joins results of further samples; [ ] = remark or other dose. Calls follow the shape of the dose curve; as a rule, active = well fitted curve in the direction sought with a large enough effect; inconclusive = small, poorly fitted or top-dose-only effect, or another doubt; inactive = no such curve, though single readings can be large; an effect the other way counts as inactive or inconclusive. Unless noted, % is scaled to controls: 0 for no effect and ±100 for the full control effect; potency is read from the fitted curve at half-maximal effect. An excerpt, so the mix of outcomes need not match the whole.

item	canonical_smiles	N370S GC	GCN5L2 inh	FEN1 inh
1	O=C(O)COc1ccc2c(c1)O/C(=C\c1cccs1)C2=O	8%	-10%	8%
2	NS(=O)(=O)c1ccc(NC(=O)C(=O)Nc2ccc3nc4n(c(=O)c3c2)CCCCC4)cc1	nt	-1%	15%
3	CCCCNC(=O)CCC(=O)Nc1ncc(-c2ccc(C)cc2)n1C	10%	2%	6%
4	O=C(CSc1ccc2nnc(-c3ccc(Cl)cc3)n2n1)N1CCc2ccccc21	13%	-29%	16%
5	Cc1ccc2c(C)c(C(=O)N3CCN(c4cnccn4)CC3)oc2c1C	4%	-5%	2%
6	CC(C)=C1C2C=CC1C1C(=O)N(c3ccc4c(c3)OCO4)C(=O)C21 (stereo not given)	11%	-9%	0%
7	Cc1ccccc1C(=O)Nc1nc2c(C)csc2c(=O)s1	10%	2%	-17%
8	OCC(Cc1ccccc1)NCc1ccccc1C(F)(F)F (stereo not given)	-10%	-3%	-4%
9	O=C(COc1ccc(-c2ccccc2)cc1)NN=C1CCCC1	-1%	10%	9%
10	C[C@@H](NC(=O)c1[nH]cnc1C(=O)Nc1nccs1)c1ccccc1	nt	-25%	20%
11	O=S(=O)(NCCc1ccccn1)c1ccc(F)c(F)c1	-2%	2%	-3%
12	CCOC(=O)C1=C(C)N(C)C(C)=C(C(=O)OCC)C1c1ccccc1	?	4%	-3%
13	Cc1cc(CNC(=O)CCc2nnc(CCCCc3ccccc3)o2)nn1C	3%	8%	-6%
14	COc1cc([N+](=O)[O-])c(OC)cc1SCc1n[nH]c(=S)n1-c1ccc(F)cc1	-6%	-3%	13%
15	CC(C)N(CCNC(=O)C1CCCN(c2ncnc3c2nc2n3CCCCC2)C1)Cc1ccccc1 (stereo not given)	-12%	8%	4%
16	O=C(CSc1nnc2scc(-c3ccccc3)n12)NCC1CCCO1 (stereo not given)	3%	-2%	-9%
17	CCOC(=O)/C(N=Nc1c(C)n(C)n(-c2ccccc2)c1=O)=C(\C)O	-5%	-6%	1%
18	Cc1ccc(-c2nc3c4cnn(-c5cc(Cl)ccc5Cl)c4ncn3n2)cc1	nt	1%	16%
19	CC(=O)N1CCN(C(=O)c2cccc(NS(=O)(=O)c3ccc(Br)cc3)c2)CC1	1%	-3%	-1%
20	CN(c1ccccc1)S(=O)(=O)c1ccc(NC(=O)c2cccs2)cc1	-8%	-2%	-14%

Grouped by structure: those above containing an aryl thioether with sulfur outside any ring (3)
item	canonical_smiles	N370S GC	GCN5L2 inh	FEN1 inh
4	O=C(CSc1ccc2nnc(-c3ccc(Cl)cc3)n2n1)N1CCc2ccccc21	13%	-29%	16%
14	COc1cc([N+](=O)[O-])c(OC)cc1SCc1n[nH]c(=S)n1-c1ccc(F)cc1	-6%	-3%	13%
16	O=C(CSc1nnc2scc(-c3ccccc3)n12)NCC1CCCO1 (stereo not given)	3%	-2%	-9%

Other compounds follow:
item	canonical_smiles	N370S GC	GCN5L2 inh	FEN1 inh
21	Cc1nc2ccccc2c(=O)n1-c1cccc(NS(=O)(=O)c2ccccc2)c1	-11%	2%	6%
22	COc1nc(OC)nc(N2CCC(C(=O)NCc3cccs3)CC2)n1	11%	-12%	11%
23	Cc1ccccc1OCC(=O)N/N=C/c1ccc2c(c1)OCCO2	16%	-1%	3%
24	COc1ccc(Cl)cc1NC(=O)CSc1nc(Nc2ccccc2)nc(N2CCOCC2)n1	7%	0%	5%
25	CCOC(=O)c1ccc(C(=O)OCC)c(NC(=S)Nc2ccc([N+](=O)[O-])cc2OC)c1	8%	0%	1%
26	O=C1N[C@@H]2[C@H](CCCCC(=O)Oc3ccc([N+](=O)[O-])cc3)SC[C@H]2N1	-4%	26%	nt
27	Cc1c(Cl)cccc1-c1ccc(C(=O)Nc2ccc(F)cc2)o1	nt	-5%	-1%
28	S=c1[nH]nc(-c2ccco2)n1-c1ccccc1Cl	-12%	2%	-1%
29	O=C1CCCC/C1=C/NCc1ccccc1	3%	-19%	10%
30	COC(=O)c1ccc(OC)c(CSc2nnc(COc3ccccc3)o2)c1	17%	-26%	-20%
31	COC(=O)c1ccc(NC(=O)N(c2ccccc2)c2ccccc2)cc1	-3%	0%	21%
32	O=C(NCc1cccc2ccccc12)c1cccs1	nt	-1%	3%
33	c1ccc(CSc2nnc(C3CCNCC3)o2)cc1	nt	-7%	2%
34	CC(=O)N1CCCN(Cc2cn(-c3ccc(C)cc3)nc2-c2cccc(C)c2)CC1	3%	37%[activator]	-19%
35	COc1ccsc1C(=O)Nc1ccc(F)cc1F	4%	-6%	0%
36	CC(C)(C)c1ccc(C(=O)NN=C2CCCC2)cc1	-6%	2%	3%
37	CCNC(=O)c1cc2c(=O)n3cccc(C)c3nc2n(CCc2ccccc2)c1=N	-2%	-4%	-8%
38	C[C@H](NC(=O)OCc1ccccc1)c1nnc([C@H](C)NC(=O)OCc2ccccc2)o1	-2%	-6%	1%
39	O=C(O)Cc1sc(Nc2cccc3ccccc23)nc1-c1ccccc1	nt	-1%	-15%
40	COc1ccccc1NC(=O)CSc1oc(-c2ccco2)nc1S(=O)(=O)c1ccc(Br)cc1	nt	-5%	-8%

Some of these compounds in order of the FEN1 inh value, largest number first:
item | canonical_smiles | FEN1 inh
22 | COc1nc(OC)nc(N2CCC(C(=O)NCc3cccs3)CC2)n1 | 11%
29 | O=C1CCCC/C1=C/NCc1ccccc1 | 10%
23 | Cc1ccccc1OCC(=O)N/N=C/c1ccc2c(c1)OCCO2 | 3%
35 | COc1ccsc1C(=O)Nc1ccc(F)cc1F | 0%
40 | COc1ccccc1NC(=O)CSc1oc(-c2ccco2)nc1S(=O)(=O)c1ccc(Br)cc1 | -8%
39 | O=C(O)Cc1sc(Nc2cccc3ccccc23)nc1-c1ccccc1 | -15%
34 | CC(=O)N1CCCN(Cc2cn(-c3ccc(C)cc3)nc2-c2cccc(C)c2)CC1 | -19%

(next part)
item	canonical_smiles	N370S GC	GCN5L2 inh	FEN1 inh
41	COC(=O)c1c(C)sc(-c2c(-c3ccc4c(c3)OCCO4)[nH]c3c2c(=O)[nH]c(=O)n3C)c1O	nt	-5%	-15%
42	CCOc1ncccc1C(=O)OCCN1C(=O)c2ccccc2C1=O	-16%	-6%	-4%
43	CC(C)(C)C1CCC(C(=O)OCC(=O)c2ccc[nH]2)CC1 (stereo not given)	9%	-12%	-24%
44	CCCNC(=O)C1CC(=O)N(c2ccc(OCc3ccc(F)cc3)cc2)C1 (stereo not given)	-1%	?	7%
45	Cc1ccc2c(c1)nc(-n1nc(C)cc1C)c1nnnn12	1%	-6%	-13%
46	Cc1ccc(CNC(=O)C(NS(=O)(=O)c2cccc3nsnc23)c2ccccc2)cc1 (stereo not given)	-20%	-1%	4%
47	CCSc1nnc(NC(=O)[C@H](C)NC(=O)c2ccccc2Cl)s1	9%	-1%	7%
48	Cn1c(=O)c2c(nc(SCc3nn[nH]n3)n2Cc2ccccc2F)n(C)c1=O	0%	-5%	-1%
49	CCC(C)C(NC=C1C(=O)OC(C)(C)OC1=O)C(=O)O (stereo not given)	8%	2%	2%
50	Cc1ccc(C)c(N2N=C(C(=O)OCc3nnc(-c4ccccc4)o3)CCC2=O)c1	-4%	-5%	-4%
51	Cc1cc(C)c(OCCCCN(C)C)c(Br)c1	-6%	4%	1%
52	O=C(NC(Cc1ccccc1)c1nc2ccccc2[nH]1)c1ccc(Cl)c([N+](=O)[O-])c1 (stereo not given)	6%	-3%	0%
53	CCCn1c(SCC(=O)NCC(=O)Nc2ccc(F)c(F)c2F)nc2ccccc2c1=O	nt	-2%	-3%
54	CCCn1cc(S(=O)(=O)c2ccc(OC)cc2)c(=O)c2cc(OC)ccc21	4%	-2%	12%
55	O=C(CC1C(=O)NCCN1Cc1cccc(F)c1)NCCCOc1cccnc1 (stereo not given)	-10%	-4%	-11%
56	Cc1nc2sccn2c(=O)c1S(=O)(=O)Nc1ccc(N2CCN(C)CC2)cc1	2%	-4%&-14%	-2%&-1%
57	CCOC(=O)C(CC(=O)Nc1nc(C(C)=O)c(C)s1)C(C)c1ccccc1 (stereo not given)	-6%	-19%	-13%
58	CCOC(=O)c1c(C)[nH]c(CCC(=O)NCCCN2CCN(c3cccc(Cl)c3)CC2)c1C	nt	-6%	-11%
59	COc1ccc(Cn2c(O)c(/C=C3/C=CC=N3)c(=O)[nH]c2=O)cc1	21%	-8%	-6%
60	O=C(O)[C@H]1CCCC[C@H]1C(=O)Nc1ccc(Nc2ccccc2)cc1	-5%	4%	0%

3 entries from above, screen by screen.
(46) Cc1ccc(CNC(=O)C(NS(=O)(=O)c2cccc3nsnc23)c2ccccc2)cc1 (stereo not given)
(47) CCSc1nnc(NC(=O)[C@H](C)NC(=O)c2ccccc2Cl)s1
(48) Cn1c(=O)c2c(nc(SCc3nn[nH]n3)n2Cc2ccccc2F)n(C)c1=O

| assay / entry | 46 | 47 | 48 |
| --- | --- | --- | --- |
| N370S GC | -20% | 9% | 0% |
| GCN5L2 inh | -1% | -1% | -5% |
| FEN1 inh | 4% | 7% | -1% |

Other compounds.
item	canonical_smiles	N370S GC	GCN5L2 inh	FEN1 inh
61	COc1ccc(Cc2noc(-c3ccc(OC)c(OC)c3)n2)cc1OC	8%[2.35 µM]	-5%	-9%
62	O=C(NCC(=O)N1CCCC(C(F)(F)F)C1)c1ccco1 (stereo not given)	nt	-4%	-6%
63	COc1ccc(Cl)cc1NC(=O)NCc1noc2ccccc12	nt	-5%	-3%
64	Cc1cccc(-n2ccc(=O)c(C(=O)O)n2)c1	-3%	-6%	-9%
65	O=C(O)c1ccccc1SCc1csc(-c2ccccc2)n1	-8%	0%	3%
66	CCCCOc1ccc(OC(=O)c2cccnc2)cc1	1%	-2%	-2%
67	O=C(NCc1ccc(F)cc1)C(Cc1ccccc1)NS(=O)(=O)c1cccs1 (stereo not given)	3%	-4%[0.501 µM]	-10%
68	Cc1c(N/C(=N/S(=O)(=O)c2ccc(Cl)cc2)c2ccccc2)c(=O)n(-c2ccccc2)n1C	3%	-3%	nt
69	CCN1CCc2nc(SCC(=O)Nc3ccc(OC)cc3)c(C#N)cc2C1	1%	2%	-5%
70	CCN(Cc1nc2ccccc2n1C)c1ccccc1	-7%	-10%	8%
71	COc1cccc2c(=O)n(CC(=O)Nc3cccc(F)c3)ccc12	11%	-3%	-5%
72	CCOC(=O)C1=C(O)/C(=C/c2ccc(-c3ccccc3C(=O)O)o2)SC1=Nc1ccc(OC)cc1	-1%	-6%	?
73	COc1ccccc1OCc1nc(C#N)c(N2CCC(C(N)=O)CC2)o1	-24%	3%	-2%
74	Cc1ccccc1CN1C(=O)c2ccccc2Sc2ccc(C(=O)O)cc21	4%	-2%&10%	0%&-4%
75	CS/C(=N\S(=O)(=O)c1cccs1)Nc1ccc(F)cc1	2%	0%	0%
76	O=C(N/N=C/c1ccc(N2CCOCC2)o1)c1ccccc1[N+](=O)[O-]	0%	-15%	0%
77	COc1cc(/C=C/C(=O)OCC(=O)NCC(=O)Nc2cccc(C)c2C)ccc1OC(F)F	nt	-6%	1%
78	COc1ccc(OC)c(NC(=O)Cn2c(=O)n(Cc3ccco3)c(=O)c3cc(OC)c(OC)cc32)c1	nt	-9%	-16%
79	O=C(COC(=O)c1cc(S(=O)(=O)N2CCCC2)ccc1O)Nc1ccc(SC(F)F)cc1	nt	-8%	7%
80	O=C(N/N=C/c1ccncc1)c1ccc(-n2cccc2)cc1	14%	0%	-1%
81	COCCCNC(=O)CC1Oc2ccccc2NC1=O (stereo not given)	0%	-21%	3%

Complete entries, quoted from the list:
`O=C(N/N=C/c1ccncc1)c1ccc(-n2cccc2)cc1` is entered as N370S GC: 14%; GCN5L2 inh: 0%; FEN1 inh: -1%
`COc1ccc(Cc2noc(-c3ccc(OC)c(OC)c3)n2)cc1OC` is entered as N370S GC: 8%[2.35 µM]; GCN5L2 inh: -5%; FEN1 inh: -9%
`O=C(COC(=O)c1cc(S(=O)(=O)N2CCCC2)ccc1O)Nc1ccc(SC(F)F)cc1` is entered as N370S GC: nt; GCN5L2 inh: -8%; FEN1 inh: 7%
